From PubChem BioAssay
SSB-PriA inh – inhibitors of Klebsiella pneumoniae PriA binding to SSB C-terminal tail, primary screen, biochemical, AlphaScreen; PriA–SSB C-terminal tail interaction (Klebsiella pneumoniae); AlphaScreen SSBct-PriA binding, biotinylated peptide; inhibition, % at 33 µM; actives 0.6% (n = 430,000); AID 1272365, 2023; in the data active = inhibition mostly above about 37%, no sharp cut-off; inactive = mostly below about 20%;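 also: plate controls were negative control peptide for no effect and reference peptide for full effect; strong numbers were not always called active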
* hit, by the source's call; & = joins results of further samples.

SMILES	SSB-PriA inh
COc1cccc(C=NNC(=O)c2nnn(-c3nonc3N)c2-c2cccs2)c1	-13
Cc1cc(N2C(=O)C(=O)C(=C(O)c3ccc(F)cc3)C2c2ccc(F)cc2)no1 (stereo not drawn)	-13
COCC(=O)OC1CN(c2nc3ccc(F)cc3s2)C1	-12
COc1cccc(S(=O)(=O)N2CCc3nc(NC(=O)c4ccsc4)sc3C2)c1	2
O=C(C[n+]1ccc(/C=C/c2ccccc2)cc1)c1ccc(Br)cc1	-5
CCOc1ccc2nc(N(CCCn3ccnc3)C(=O)COc3ccccc3)sc2c1	31
Cc1ccc(=O)n(C(C)C(=O)N(C)C2CCCCC2)n1 (stereo not drawn)	-5
CSc1ccccc1-c1nnc(NC(=O)c2c(F)cccc2F)o1	23

Entries shown so far that have a thiophene ring, fused or not, in the order listed:
SMILES	SSB-PriA inh
COc1cccc(C=NNC(=O)c2nnn(-c3nonc3N)c2-c2cccs2)c1	-13
COc1cccc(S(=O)(=O)N2CCc3nc(NC(=O)c4ccsc4)sc3C2)c1	2

(list continues)
SMILES	SSB-PriA inh
CC(=O)N1N=C(c2ccc(Br)cc2)CC1c1cn(-c2ccccc2)nc1C (stereo not drawn)	-3
CCN(CC)CCN(C(=O)c1ccc(C(=O)c2ccccc2)cc1)c1nc2c(F)cc(F)cc2s1	3
CCOc1ccc(C(=O)Nc2cc(-c3cccs3)nn2-c2nc(C)cc(=O)[nH]2)cc1OCC	4
O/N=C\c1ccoc1	-8
O=C(CCc1ccc(-c2ccc(F)cc2)o1)Nc1nccs1	-14
CCOc1cc(/C=N\Nc2nnc(C(C)(C)C)c(=O)[nH]2)ccc1O	94
Cc1cc(C)c(S(=O)(=O)NC(CCC(=O)O)C(=O)O)cc1N(C)S(C)(=O)=O (stereo not drawn)	-19&-10
O=S(=O)(c1cccc(F)c1)N1CCN(c2ccc(Cl)c(Cl)c2)CC1	0

Exported as labelled records: part of the list above.
> CCOc1ccc(C(=O)Nc2cc(-c3cccs3)nn2-c2nc(C)cc(=O)[nH]2)cc1OCC
  SSB-PriA inh = 4
> O=C(CCc1ccc(-c2ccc(F)cc2)o1)Nc1nccs1
  SSB-PriA inh = -14

More results follow:
SMILES	SSB-PriA inh
Nc1nonc1-n1nnc(C(=O)NN=Cc2cc(Br)ccc2O)c1CSC1=NCCS1	-19
CCOC(=O)CSc1nnc(CCc2c(C)[nH]c(=O)[nH]c2=O)o1	-13
COc1cc(NC(=O)Nc2c(C)nc3ccccn3c2=O)cc(OC)c1OC	-14
COc1cc(C=NNC(=O)c2ccoc2C)ccc1OCCN1CCCCC1	-11
CCCCOc1ccc(C(=O)NCCc2ccc3c(c2)CCCN3C)cc1	25
C=CCn1c(Cc2csc(N)n2)nnc1SCC(=O)Nc1ccc(S(=O)(=O)Nc2cc(C)on2)cc1	-5&-5
CC1CCc2cc(F)ccc2N1C(=O)C12CCC(C)(C(=O)C1)C2(C)C (stereo not drawn)	-20
COc1ccc(C[C@](C)(O)CNC(=O)c2ccco2)cc1	-4
Cc1csc(C(=O)Nc2ccc3cn[nH]c3c2)c1	-13
CCOc1ccc(N2CCn3c2nnc(C(=O)NCCc2c[nH]c4ccccc24)c3=O)cc1	-9
CCC(CC)C(=O)Nc1nnc(SCc2cc(=O)c(OC(=O)c3cccc(Br)c3)co2)s1	-9
CCOc1cc(-c2ccc(C)cc2)nc2ccc(C(=O)Nc3ccccc3O)cc12	-19
O=C(NCCc1ccoc1)c1ccc2ncsc2c1	-6
Cc1c(Cl)cccc1NC(=O)Cc1csc(SCc2ccc(Cl)cc2)n1	-2
Cc1ccc(/C=C/S(=O)(=O)NCCn2nc(C(F)(F)F)n(C)c2=O)cc1	-26
CCCc1nnsc1C(=O)NC[C@H](OC)c1ccco1	-9
O=S(=O)(c1ccc(OC(F)(F)F)cc1)N(Cc1ccsc1)Cc1ccccn1	-8
Cc1oc(-c2cccc(C(F)(F)F)c2)cc1C(=O)NC(C)C	-5
COc1cn(CC(=O)N2CCc3ccccc32)c(CSc2nc(C)cc(C)n2)cc1=O	-2&14
O=C(O)Cc1sc(NN=Cc2ccccc2)nc1-c1ccccc1	-8
Cc1ccc(C=NNc2nncn2N)cc1	-9
CCN(CC)c1ccc(C=NNC(=O)C2CC2)cc1	15
COc1ncc(NC(=O)c2ccco2)c(N2CCCC2)n1	-10
O=C(Cc1cccc2ccccc12)NCC1CCN(Cc2ccco2)CC1	0
Cc1ccc(S(=O)(=O)c2cnc(SCC(=O)NCCc3ccccc3)[nH]c2=O)cc1Cl	-5
O=C(COc1ccc2ccccc2c1)Oc1ccc(Oc2ccccc2)cc1	-3
O=C1NCCN1C(=O)NCC(O)c1csc2ccccc12 (stereo not drawn)	2
COc1ccc(S(=O)(=O)NCC(c2cccn2C)N2CCc3ccccc3C2)cc1C (stereo not drawn)	-2
COc1cccc(NC(=O)CSc2cccc3cccnc23)c1	21
Clc1ccccc1-c1nc(NN=Cc2cccnc2)c2ccccc2n1	10
Cc1cc(C)c(-c2nnc(N)s2)c(C)c1	-11
CS(=O)(=O)N1CCCC(C(=O)Nc2ccc3sccc3c2)C1 (stereo not drawn)	-8

2 entries from above, with each value named.
compound: O=C(COc1ccc2ccccc2c1)Oc1ccc(Oc2ccccc2)cc1
  SSB-PriA inh: -3
compound: COc1ccc(S(=O)(=O)NCC(c2cccn2C)N2CCc3ccccc3C2)cc1C (stereo not drawn)
  SSB-PriA inh: -2

(list continues)
SMILES	SSB-PriA inh
O=C(CSc1nnc2ccccn12)c1ccc(-c2ccccc2)cc1	-5
COc1ccc(C(N)=NOC(=O)CCc2ccccc2)cc1OC	-58
CN1CC(NC(=O)CCSc2ccccc2)CC1=O (stereo not drawn)	-12
CCOC(=O)Nc1ccc2c(c1)N(C(=O)CC)CCC2	5
CCCS(=O)(=O)N1CCCc2ccc(NS(=O)(=O)Cc3ccccc3Cl)cc21	16
COc1ccc(NC(=O)CSc2nccn2C2CCCCC2)cc1OC	-16
O=C(NC[C@H]1Cc2ccccc2CO1)c1cnn2c1OCCC2	-3
O=C(NCc1n[nH]c(=O)c2ccccc12)c1cccc(Cl)c1	-11
CCOc1cc(C(=O)NCCc2cc3ccc(C)c(C)c3[nH]c2=O)cc(OCC)c1OCC	-6
CC(C)N1CCc2c(sc(NC(=O)CN3C(=O)CCC3=O)c2C#N)C1	3
Cc1nc(-n2cccc2)sc1C(=O)NCC1CCCN1c1nc2ccccc2o1 (stereo not drawn)	6
O=C(NCCCn1nc(-c2ccco2)ccc1=O)c1cccc2ccccc12	-6
Cc1ccc2cccnc2c1Br	5
Cc1cc(=O)n2[nH]c(C(F)(F)F)nc2n1	0
CS(=O)(=O)N1CCC(CNC(=O)COc2ccc(F)cc2)CC1	-4
COc1cc(C(=O)NN=c2sc3ccccc3n2C)cc(OC)c1OC	-1
O=C(CSC1CCCC1)NCC1CCN(Cc2ccccc2)CC1	-8
Cc1ccc(N2CCCS2(=O)=O)cc1NC(=O)CSC1CCCC1	1
Cc1nc(-c2ccccc2F)sc1CNC(=O)c1cc(-c2ccco2)on1	-6
CC(C)(C)c1ccc(S(=O)(=O)ON=C2CCCCC2c2ccc([N+](=O)[O-])cc2[N+](=O)[O-])cc1 (stereo not drawn)	1
Fc1ccc(Nc2nc3ccccc3[nH]2)cc1	3
Cc1c(C(=O)N2CCN(C(=O)c3ccco3)CC2)sc2nc(-c3cccc([N+](=O)[O-])c3)cn12	2
COc1ccccc1COc1cc(NC(=O)c2cnccn2)ncn1	-14
O=C(c1ccccc1)N1N=C(c2ccc(Cl)cc2)CC1c1ccc(Cl)cc1 (stereo not drawn)	-8
CCOC(=O)N1CCN(c2ncnc3c2cnn3-c2ccc(C)cc2)CC1	-8
CC(CC1CC(COCCC(C)C)OC1=O)=NNC(N)=S (stereo not drawn)	-3
Cc1nnsc1C(=O)NCC1CCN(c2nccnc2C#N)CC1	-7
O=C(NCCCN1CCOC(c2ccccc2)C1)C(=O)NCc1ccc(F)cc1 (stereo not drawn)	-3
O=C(c1cc(=O)c2ccccc2o1)N1CCN(Cc2nc(C3CC3)cs2)CC1	5
CNCc1cccc(F)c1	-10
O=C(Cn1nc(C2CC2)c2cnn(-c3ccc(F)cc3)c2c1=O)NCc1ccco1	-9&-8
Cc1cccc(NC(=O)Nc2ccccc2F)n1	-24
Cc1ccccc1Cn1c(=O)n(Cc2ccc(F)cc2)c(=O)c2nccnc21	5
O=C1NC(=O)c2cc(NC(=O)C3CCCN3S(=O)(=O)c3ccc(Cl)s3)ccc21 (stereo not drawn)	8
COC(=O)c1sc(-c2ccccc2)cc1NC(=O)c1ccc(S(=O)(=O)N2CCc3ccccc32)cc1	3
COc1ccc(Cl)cc1C(=O)Nc1cccc(-c2ccc3nnc(C)n3n2)c1	-2
O=C(Cc1cccs1)Nc1nc2ccc(F)cc2s1	15
COc1ccc(Cl)cc1NC(=O)Nc1ccccc1Cc1nc(C2CC2)no1	8
Cc1ccc(S(=O)(=O)C(CNC(=O)C(=O)NCc2ccccc2F)c2ccco2)cc1 (stereo not drawn)	-8
CCOC(=O)N1CCN(C(=O)CSc2nnc(Cc3cccn3C)n2-c2ccc(Cl)cc2)CC1	-2&9
O=C(COc1cccc2ccc(N3CCCC3)nc12)Nc1ccc2c(c1)OCO2	14
O=C(OC1CN(c2nc3ccc(F)cc3s2)C1)c1cc2ccccc2o1	-13
COc1cc(O)c(C(C)=O)cc1Br	28
Cc1csc(NC(=O)CSc2nc(-c3ccccc3Cl)ns2)n1	-30
CSCC(C)(O)CNC(=O)c1ccc(N(C)C)cc1 (stereo not drawn)	-3
CN(C)C=Nc1nccc(-c2cccs2)n1	-2
Cc1cccc(NC(=O)CSc2ccc(NC(=O)c3ccccc3)nn2)c1	-17
O=c1[nH]nc(SCc2cccc(F)c2)n2nc(-c3ccco3)cc12	0
COc1ccc(S(=O)(=O)Nc2ccc3c(c2)N(CCC(C)C)C(=O)C(C)(C)CO3)c(OC)c1	3
O=C(NN=C1CCCc2ccccc21)c1ccccc1Cl	0
CC1(C)C2CCC1(CS(=O)(=O)N1CC(N3C(=O)C4CC=CCC4C3=O)C1)C(=O)C2 (stereo not drawn)	-19
NC(=O)c1ccccc1NC(=O)C1CCCN(c2ccc(-c3ccccc3)nn2)C1 (stereo not drawn)	-5
C=CCn1c(SCc2ccccc2)nnc1-c1ccc([N+](=O)[O-])cc1	19
COc1ccc(-c2noc(CSc3ccc(-c4cccc(Cl)c4)nn3)n2)c(OC)c1	5
CCOC(=O)c1ccc2ncc3c(-c4ccccc4)nn(-c4ccccc4OC)c3c2c1	4
COc1ccccc1-c1coc2c3c(ccc2c1=O)OCN(Cc1cccnc1)C3	-18

Next entries:
SMILES	SSB-PriA inh
COCCN1CCC(CNS(=O)(=O)c2cc(C)ccc2OC)CC1	-13
O=C(Cc1ccc(F)cc1)N1CCN(Cc2nc(-c3ccco3)cs2)CC1	12
COC(=O)c1cc(OC)ncn1	-8
Cc1cc(-c2ccc(C=Nn3cnnc3)o2)ccc1Cl	3
Cc1ccc(N2CCCC(C(=O)NCCn3nc(-c4ccc(F)cc4)ccc3=O)C2)nn1 (stereo not drawn)	-2
N#Cc1ccccc1S(=O)(=O)NC1CCN(c2nccs2)CC1	-12
O=C(Cc1ccc2c(c1)OCO2)Nc1ccn2nccc2c1	0
CCc1nnc(C2CCN(S(=O)(=O)c3cc(OC)ccc3OC)CC2)s1	12
O=C(NCCS(=O)(=O)N1CCN(c2ccccc2)CC1)c1ccccc1C(F)(F)F	-6&0
Cc1ccc2c(Cl)c(C(=O)NN=Cc3cccn3C)sc2c1	12
CCOC(=O)c1c(-c2ccc(OC)c(OC)c2)csc1NC(=O)CNCCCN1CCOCC1	1
Cc1nn(-c2cccc(Cl)c2)c(Cl)c1C=NNC(=O)c1cccnc1	-2
COc1ccc(-c2cnc(C(=O)NCCc3ccc(OC)c(OC)c3)o2)cc1	6
CC(=O)Nc1nnc(SCc2cc(=O)c(OC(=O)c3cccc(C(F)(F)F)c3)co2)s1	-4
COc1ccc(Cl)cc1NC(=O)N1CCC(c2nnc(C(F)(F)F)o2)CC1	-19
Cc1csc(N=Cc2ccc([N+](=O)[O-])cc2)n1	21
CCOC(=O)NN=Cc1c(C)nn(-c2cccc(C(F)(F)F)c2)c1Cl	-11
O=C(Nc1cccc(C(F)(F)F)c1)c1cc(OCc2ccccc2)no1	-25
CSc1nc2ccc3nc(NC(=O)c4cccc(N5C(=O)CCC5=O)c4)sc3c2s1	-10
COc1ccc(-c2ccc(=O)n(Cc3nc(-c4cccs4)no3)n2)cc1	4
CCN(CC)c1ccc(C=NN2CCN(Cc3ccc(C)cc3)CC2)cc1	46
COc1cc(C(=O)Nc2nc(-c3ccccc3)ns2)cc(OC)c1OC	-23
S=c1[nH]nc(COc2ccccc2)n1N=Cc1c(Cl)cccc1Cl	4
Nc1ccn(-c2ccccc2)n1	11
COc1ccc(CCNC(=O)NCC[C@H](O)c2cccs2)cc1	-2
O=C(c1cccs1)N1CCc2ccc(NS(=O)(=O)c3ccc(F)c(Cl)c3)cc21	-1
CCOc1ccc(NC(=O)Cc2sc(C)nc2C)cc1	-2
O=c1n(Cc2ccccc2Cl)nc(-c2ccco2)n1C1CC1	0

The list is partial; rates above refer to the full screens.
